BioA inh – blocks M. tuberculosis BioA enzyme activity; purified M. tuberculosis BioA enzyme, plate reader; inhibition, % at 9.99 µM; actives 0.096% (n = 360,000); AID 602481; in the data active means inhibition above about 40%
BoNT A protease – blocks Botulinum neurotoxin A light chain protease. multiplex microsphere protease substrate cleavage, flow cytometry. inhibition, % at 10 µM. actives 0.17% (n = 360,000); further: plate controls were buffer without enzyme for full effect and enzyme alone for no effect
Mtb UGM inh – blocks M. tuberculosis UGM enzyme; P9WIQ1; purified UGM, fluorescence polarization probe displacement; inhibition, % at 10 µM; actives 0.06% (n = 320,000); in the data active means inhibition above about 10%, passing the limit was not always enough
Target sequence (P9WIQ1 whole entry, looked up): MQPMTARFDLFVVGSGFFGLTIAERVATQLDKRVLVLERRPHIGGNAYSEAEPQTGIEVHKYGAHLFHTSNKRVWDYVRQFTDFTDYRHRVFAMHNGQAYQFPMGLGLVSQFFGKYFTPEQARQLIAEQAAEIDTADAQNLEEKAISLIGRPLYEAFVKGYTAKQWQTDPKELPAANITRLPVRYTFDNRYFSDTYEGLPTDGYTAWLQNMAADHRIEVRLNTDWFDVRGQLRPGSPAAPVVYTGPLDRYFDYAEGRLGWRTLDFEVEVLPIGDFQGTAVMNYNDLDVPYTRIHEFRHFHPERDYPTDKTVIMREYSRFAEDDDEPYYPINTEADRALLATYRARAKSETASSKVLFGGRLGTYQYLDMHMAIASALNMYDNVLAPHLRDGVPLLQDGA
PfHsp40 rescue – rescue of PfHsp40-mediated yeast toxicity. S. cerevisiae expressing PfHsp40, growth rescue, ATP luminescence. growth rescue, % at 12.5 µM. actives 0.68% (n = 340,000); in the data active means growth rescue above about 28%, passing the limit was not always enough;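 further: yeast W303a lacking pdr1 and pdr3 grown in galactose medium; growth measured after three days at 30 °C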
FadD28 FP inh – M. tuberculosis FadD28 bisubstrate binding inhibition; FadD28 bisubstrate probe binding, fluorescence polarization; inhibition, % at 12.5 µM; actives 0.22% (n = 360,000); AID 588549; in the data active means inhibition above about 8.5%, passing the limit was not always enough
FBA Mtb inh – inhibitors of M. tuberculosis fructose-bisphosphate aldolase | actives 2.3% (n = 360,000) | purified M. tuberculosis FBA, fluorescence read-out | P9WQA3 | inhibition, % at 1 µM; in the data active means inhibition above about 27%;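 further: 0% = vehicle and 100% = reference inhibitor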
Target sequence (P9WQA3 whole entry, looked up): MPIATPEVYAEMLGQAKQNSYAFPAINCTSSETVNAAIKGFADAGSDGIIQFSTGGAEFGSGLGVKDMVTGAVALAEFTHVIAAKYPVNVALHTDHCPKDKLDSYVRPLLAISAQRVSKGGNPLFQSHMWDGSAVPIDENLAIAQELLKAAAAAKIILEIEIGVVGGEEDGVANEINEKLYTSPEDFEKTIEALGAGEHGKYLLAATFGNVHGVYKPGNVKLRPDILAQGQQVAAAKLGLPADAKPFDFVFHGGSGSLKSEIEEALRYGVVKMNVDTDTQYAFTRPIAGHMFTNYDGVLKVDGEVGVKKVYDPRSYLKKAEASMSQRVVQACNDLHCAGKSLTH
BoNT-F LC inh – BoNT F light chain protease inhibition; Multiplex microsphere protease cleavage assay, flow cytometry; inhibition, % at 10 µM; actives 0.22% (n = 360,000); AID 588497; in the data active means inhibition above about 35%, passing the limit was not always enough; further: plate controls were buffer without enzyme for full effect and enzyme alone for no effect
Anthrax LF prot – inhibitors of Bacillus anthracis lethal factor protease; P15917; multiplex microsphere protease cleavage assay, LF; inhibition, % at 10 µM; actives 0.12% (n = 360,000); further: plate controls were buffer without enzyme for full effect and enzyme alone for no effect
GDH-TPI inh – counter-screen for M. tuberculosis FBA inhibitors: GDH-TPI coupled enzymes | actives 1.2% (n = 360,000) | inhibition, % at 4.8 µM | AID 588335 | GDH-TPI coupled enzyme counterscreen, NADH absorbance; in the data active means inhibition above about 30%;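 further: 0% = DMSO wells and 100% = wells lacking the enzyme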
Active calls of the source: *; · = not tested or not shown; & = joins results of further samples. Unless noted, no stated cut-off is given here; in the data, active means inhibition above about 30%; inconclusive means no clear call, values can overlap the other calls; inactive means below that.

Start of the listing, in advance, 4 compounds:
SMILES	BioA inh	BoNT A protease	Mtb UGM inh	PfHsp40 rescue	FadD28 FP inh	FBA Mtb inh	BoNT-F LC inh	Anthrax LF prot	GDH-TPI inh
CC(C)=CC(=O)N1CCC(n2nccc2NC(=O)CCc2ccccc2)CC1	0.5	7.0	-2.6	-0.1	-1.1	0	11	6	9
CC1CC(c2ccccc2)n2nc(NC(=O)c3cccs3)nc2N1 (stereo unspecified)	2.7	-0.2	2.0	-0.4	-2.0	-8	2	-4	-2
C=C1CCN([C@@H](CC(C)C)C(=O)Nc2ccc(OC)cc2)S(=O)(=O)c2ccccc21	-0.7	-0.7	-1.0	-0.7	-1.6	1	-2	-3	6
COC(=O)COc1ccc(-c2ccccc2)cc1C=O	·	-2.4	1.3	64*	-4.1	4	-1	-1	10

Results, from the start:
SMILES	BioA inh	BoNT A protease	Mtb UGM inh	PfHsp40 rescue	FadD28 FP inh	FBA Mtb inh	BoNT-F LC inh	Anthrax LF prot	GDH-TPI inh
CC(C)=CC(=O)N1CCC(n2nccc2NC(=O)CCc2ccccc2)CC1	0.5	7.0	-2.6	-0.1	-1.1	0	11	6	9
CC1CC(c2ccccc2)n2nc(NC(=O)c3cccs3)nc2N1 (stereo unspecified)	2.7	-0.2	2.0	-0.4	-2.0	-8	2	-4	-2
C=C1CCN([C@@H](CC(C)C)C(=O)Nc2ccc(OC)cc2)S(=O)(=O)c2ccccc21	-0.7	-0.7	-1.0	-0.7	-1.6	1	-2	-3	6
COC(=O)COc1ccc(-c2ccccc2)cc1C=O	·	-2.4	1.3	64*	-4.1	4	-1	-1	10
COc1ccccc1CN1CC(C(=O)NCCn2ccc(C)n2)CCC1=O (stereo unspecified)	-1.0	-2.1	-0.7	2.0	-0.7	2	-11	0	-7
O=c1c2c(nc3c(-c4ccccc4)c[nH]n13)CCCC2	1.5	0.0	1.8	-0.3	0.5	19	-3	-3	6
Cc1ccsc1CN(C)C(=O)CN1C(=O)NC2(CCCCC2C)C1=O (stereo unspecified)	0.3	2.7	0.8	1.7	-3.3	-1	1	6	-6
O=C(Nc1ccc(C(F)(F)F)cc1)c1ccc2ncsc2c1	5.2	-2.6	2.8	0.7	-1.0	-2	-8	-12	5
CCOC(=O)C1=C(C)NC(=S)NC1c1cc(C)sc1C (stereo unspecified)	-1.4	-2.6	-2.6	-0.8	-1.7	8	-10	-6	21
O=C(c1cc(-c2ccccn2)nc2ccccc12)N1CCN(c2ncccn2)CC1	·	0.0	-0.8	-1.9	0.9	2	-2	10	4
COc1cc2oc3cc(C#Cc4ccc(N)cc4)ccc3c(=O)c2cc1OC	-2.6	0.2	-0.3	-0.7	-3.9	11	5	0	21
Cc1nc2ccc(S(=O)(=O)N3CCCCC3)cc2s1	1.4	-4.9	1.3	-0.1	-1.1	0	-8	-13	7
Cc1ccc(OCCC(=O)OCc2csc(CC(=O)Nc3ccccc3C)n2)cc1	-1.5	-2.5	3.1	-1.4	-2.6	2	-13	8	7
COc1cc(C2Nc3cc(Cl)c(S(N)(=O)=O)cc3S(=O)(=O)N2)ccc1OCc1ccccc1 (stereo unspecified)	-0.4	-0.4	-0.6	-0.6	-4.8	3	-4	2	-2
COc1cccc(C=NN(C)c2c([N+](=O)[O-])cc(C(F)(F)F)cc2[N+](=O)[O-])c1O	·	0.3	·	·	1.1	-8	4	-3	·
Cc1onc(-c2ccccc2)c1C(=O)N1CCCSC1=Nc1ccccc1	-0.6&0.2	0.0&-1.2	-3.3	0.1&0.7	-1.2&-1.3	4&-1	-7&-9	2&-5	13&-1
O=C(Cc1cccs1)NCCc1csc(-c2ccccc2)n1	·	0.5	1.7	0.9	-0.2	-4	0	-1	-1
CCC(=O)N(Cc1cc(=O)[nH]c2ccccc12)c1ccccc1C	-0.7	0.4	-0.6	0.7	-2.6	6	-4	-1	20
O=C(NCC1CCCCC1)C1(CC2CC(c3ccc(Cl)cc3)=NO2)CCNCC1 (stereo unspecified)	-0.7	-0.2	1.8	-1.5	-1.9	3	-7	2	12
CS/C(N)=N/N=C/c1ccc2c(c1)OCO2	·	-0.1	2.0	-1.6	-2.1	-3	4	-1	22
COc1ccc(C(CC(=O)N2CCOCC2)c2c(O)cc(OC)cc2OC)cc1 (stereo unspecified)	0.2	0.1	-0.7	-1.3	-0.6	-1	-2	-2	4
CCc1nc2ccc(Br)cc2c(=O)n1-c1ccccc1C(F)(F)F	60*	-0.4	-2.2	5.9	-7.5	-3	0	-3	2
Oc1ccccc1/C=N/n1c(-c2ccccc2)n[nH]c1=S	-0.8	0.0	1.8	1.1	-2.5	1	13	4	6
C(=N\Nc1nn[nH]n1)/c1ccccc1	-0.6	-0.6	-0.2	-0.7	-4.4	-4	-4	-4	5
O=C(NS(=O)(=O)Oc1ccc(F)c(Cl)c1)OC[C@@H]1CCCN2CCCCC12 (stereo partly specified)	·	-1.1	-0.5	-0.3	-2.9	1	-1	-11	5
CC(CNC(=O)[C@@H](Cc1ccccc1)NC(=O)CC[C@H]1O[C@@H](n2ccc(=O)[nH]c2=O)[C@H](O)[C@@H]1O)c1ccccc1 (stereo partly specified)	-0.6	-0.5	·	·	0.2	1	3	-16	·
COc1cc2c(cc1OC)-c1cc(Nc3ccccc3Br)nc(=O)n1CC2	1.3	6.2	-4.0	0.9	-1.1	5	-34	0	24
CCn1c(SCC(=O)N/N=C\c2ccccc2OCC(=O)O)nnc1-c1ccc(Cl)cc1	0.7	-0.5	0.6	-0.1	-1.8	0	-5	-1	23
CCN(C(=O)C(C)Sc1nnc(-c2ccncc2)n1C)C1CCCCC1 (stereo unspecified)	0.0	-2.2	0.2	-0.9	-3.6	-3	-8	0	0
CC1=C2C3OC(=O)C(C)[C@@H]3CC[C@](C)(O)C2C2C3C4C5(C12)[C@H]1OC(=O)[C@@H](C)C1CC[C@]4(C)O[C@]5(C)[C@@H]3O (stereo partly specified)	·	-0.2	-1.7	-1.0	0.5	0	-4	0	2
CN(C)S(=O)(=O)c1ccc(C(=O)OCC(=O)Nc2ccc3c(c2)OCO3)cc1	-1.2	2.9	-0.6	-0.6	-2.3	1	4	-6	-6
COC(=O)C1=C(C(=O)OC)[C@@H]2N(C)c3ccccc3[C@@]23C[C@@H](C(=O)OC)N(C(C)=O)C3=N1	-0.2	-0.5	-0.8	-0.7	0.2	-1	4	6	-1
O=C(COc1ccc([N+](=O)[O-])cc1)Nc1ccccc1C(=O)NC1CC1	·	-2.0	1.2	1.2	-2.9	4	-11	-5	7
CC(C)CN(C(=O)COC(=O)CCc1c[nH]c2ccccc12)c1c(N)n(Cc2ccccc2)c(=O)[nH]c1=O	1.7	1.8	2.7	0.3	-2.9	-3	3	0	-24
COc1cc(NC(=O)Nc2ccccc2)c(OC)cc1NC(=O)CN1CCCCC1	·	-0.5	-0.6	1.8	-1.5	-3	5	-4	15
Cc1ccc(S(=O)c2snnc2C)cc1 (stereo unspecified)	-0.6	-2.5	1.1	-2.1	1.3	3	0	4	-4
CCCN(C(=O)c1cc2c(s1)CCC2)c1c(N)n(Cc2ccccc2)c(=O)[nH]c1=O	·	0.2	-0.9	0.7	-3.8	-4	4	4	0
Cc1ccc(S(=O)(=O)N[C@H](C(=O)OCC(=O)NC(=O)NCc2ccco2)C(C)C)cc1	·	-0.6	0.0	-0.1	-1.9	-2	0	-7	-3
O=C(COc1ccccc1)NCC1CCCO1 (stereo unspecified)	-0.3	-2.0	-0.6	1.9	-2.8	-1	-12	0	11
CCn1ncc(Cl)c1C(=O)Nc1cc([N+](=O)[O-])ccc1OC	-2.2	-0.5	1.0	-0.5	-2.1	1	-5	0	7
CC(C(=O)Nc1ccncc1)(c1ccccc1)c1ccccc1	·	-0.4	0.3	0.4	-0.5	1	-3	0	-6
O=C(c1ccc(-c2cc(Cl)ccc2Cl)o1)N1CCOCC1	0.4	-0.1	-3.7	-0.9	-2.6	4	4	3	11
CCCCNc1cnn(-c2ccccc2)c(=O)c1Cl	·	-0.3	0.8	-0.2	1.6	-1	-7	0	3
COc1cc(CNC(=O)c2ccc3oc(C(C)C)nc3c2)cc(OC)c1	-1.5	0.1	1.3	1.8	-5.6	2	2	1	3
CC(Cc1ccccc1)NC(=O)c1ccc([N+](=O)[O-])cc1 (stereo unspecified)	·	-0.2	-1.8	-2.5	-0.8	-3	3	1	5
Cc1ccc2c(c1)[C@H]1[C@H](CO2)[C@H](c2ccccc2)[C@]2(C)C(=O)N(Cc3ccc(F)cc3)CC(=O)N12	-4.7	-0.1	0.6	1.5	-3.7	-1	0	-4	6
Cc1cccc(NC(=O)CN2CCN(C(=O)C3CCCO3)CC2)c1C (stereo unspecified)	-2.7	2.0	-1.6	0.1	1.5	6	11	-1	0
C[C@H]1CN([C@@H](C)CO)C(=O)c2cccc(NS(=O)(=O)c3ccc(F)cc3)c2O[C@H]1CN(C)S(=O)(=O)c1cn(C)cn1	-1.0	0.1	-1.3	-0.5	-3.1	0	-6	-3	5
COc1cc(C(C(=O)NCc2ccccc2)N(Cc2ccco2)C(=O)c2cnccn2)cc(OC)c1OC (stereo unspecified)	·	0.2	-1.6	-1.6	-4.4	-3	0	1	-3
CCOC(=O)C1(C)NC(c2ccccc2F)C2C(=O)N(CC)C(=O)C21 (stereo unspecified)	-2.6	0.3	0.3	-0.1	-1.7	6	8	-4	0
Cc1ccc(S(=O)(=O)N2CCN(C(=O)COC(=O)CSc3ccc(C)c(C)c3)CC2)c(C)c1	-0.8	-2.3	·	-0.1	-4.1	-3	-16	-1	-2
CCCOc1ccc(C(O)(CCN2CCCCC2)c2ccccc2OC)cc1 (stereo unspecified)	-0.3	0.5	-1.1	-0.9	-4.1	-2	-7	13	2
COC(=O)c1c(C)oc(C)c1S(=O)(=O)NC(c1ccccc1)c1ccccc1	3.2	·	-1.5	-0.4	-1.4	-4	·	·	10
CCCC[C@@H](CNC)NC[C@H](Cc1ccc(O)cc1)NCCc1ccc(OCC)cc1	-1.2	-0.7	0.7	0.0	-0.6	1	-26	-2	-11
COC(=O)Cc1ccc(OC2(C)CCN(Cc3csc4ccccc34)C2)cc1 (stereo unspecified)	-4.8	-0.2	·	·	1.4	9	-7	7	-4
Cc1cc2oc(=O)cc(CN3CCN(S(=O)(=O)c4cccs4)CC3)c2cc1C	-1.7	0.1	3.3	3.2	-2.5	-1	-2	-2	3

(further entries)
SMILES	BioA inh	BoNT A protease	Mtb UGM inh	PfHsp40 rescue	FadD28 FP inh	FBA Mtb inh	BoNT-F LC inh	Anthrax LF prot	GDH-TPI inh
CC1CCCC(NC(=O)COC(=O)c2cccc(S(=O)(=O)N3CCCCC3)c2)C1C (stereo unspecified)	·	2.4	-1.5	-0.5	-1.5	-1	7	-2	-1
N#Cc1cc2c(nc1SC1CCCCC1O)CCCC2 (stereo unspecified)	0.3	0.2	-1.2	-0.6	-6.2	-5	5	6	0
CCn1c(N)nc2c1c(=O)n(C)c(=O)n2C	-1.4	-0.2	-2.4	-0.7	-4.0	-2	-3	-2	0
Cc1ccc(C(=O)Cc2ccccc2)cc1	·	-0.7	·	-0.3	-2.7	2	-2	-4	10
COc1ccc(N(CC(=O)NCc2ccccn2)S(=O)(=O)c2ccccc2[N+](=O)[O-])c(OC)c1	·	-1.4	-0.6	1.8	-2.6	3	-2	-3	-4
CCN1CCN(c2ccc(NC(=O)COc3ccc(Cl)cc3C)cc2)CC1	2.4	-0.3	0.5	0.2	-2.7	1	-14	-12	1
CCN1CCN(C(c2ccccc2OC)c2nnnn2C2CCCCC2)CC1 (stereo unspecified)	0.9	-0.6	5.1	-1.0	-2.4	0	-33	-4	10
CCc1noc(C)c1C(=O)OCC(=O)N(CC)c1c(N)n(Cc2ccccc2)c(=O)[nH]c1=O	-1.2	-2.2	-0.7	-0.2	-0.6	1	2	2	1
COc1ccc(-n2nnnc2CNC(=O)C(=O)c2c[nH]c3ccccc23)cc1	·	0.2	-4.0	1.3	-0.6	0	-3	-1	0

Screens (PubChem)
